Source: PubChem (National Center for Advancing Translational Sciences (NCATS))
HCV inhibitor: blocks hepatitis C virus. Huh7.5.1 HCVcc-Cre infection, luciferase reporter, 44 h. 3.4% of 340,000 active. Potency, µM (highest dose often 41.8 µM), without a hit: at the highest dose activity change, negative = inhibition, actives largely listed as inhibitors; also: potency is read from the fitted curve at half-maximal effect; % is scaled to controls: 0 for no effect and ±100 for the full control effect
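Cells (1,000/well) were plated 4 h before compound, then infected with HCVcc-Cre virus (~0.5 moi). After 44 h further culture, infection was read as luciferase luminescence following a 15 min substrate incubation at room temperature.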
Pf growth 96h: P. falciparum growth inhibition at 96 hour, primary screen for plastid delayed-death inhibitors | P. falciparum luciferase reporter growth, 96 h | Potency, µM (series often up to 28.7 µM), inactives show top-dose activity change, negative = inhibition, actives largely listed as inhibitors | 6.9% of 320,000 active | AID 504834; also: potency is read from the fitted curve at half-maximal effect; % is scaled to controls: 0 for no effect and ±100 for the full control effect
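Two-generation exposure (96 h) targets delayed-death phenotype. Reporter parasites carrying integrated firefly luciferase, in red cells at 2% hematocrit and 0.05% parasitemia final, kept at 37 C, 5% CO2; luminescence loss indicates inhibition.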
Cycloheximide cs: affects cycloheximide protein synthesis inhibition readout, counter-screen. cell reporter, cycloheximide protein synthesis inhibition counterscreen. max response, %. 12% of 300,000 active. AID 2314; in the data active = max response mostly above about 13%, no sharp cut-off; inactive = mostly below about 14%; also: read at 38.3 µM for the half of the compounds with a filed dose; 0% is about no effect
Shiga toxin inh: inhibitors of Shiga toxin in Vero cells. inhibition, % at 38.7 µM. 9.2% of 290,000 active. Vero cells, Shiga toxin protein synthesis inhibition reporter; in the data active = inhibition mostly above about 28%, no sharp cut-off; inactive = mostly below about 43%; also: 0% is about no effect
Pf growth 48h: inhibits P. falciparum growth in the first generation, 48 h; Potency, µM (series often up to 28.7 µM), for the others: top-dose activity change, negative = inhibition, actives largely listed as inhibitors; 5.9% of 310,000 active; P. falciparum luciferase growth in erythrocytes, 48 h; also: potency is read from the fitted curve at half-maximal effect; % is scaled to controls: 0 for no effect and ±100 for the full control effect
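Erythrocytes infected with P. falciparum carrying an integrated firefly luciferase reporter (2% hematocrit, 0.1% parasitemia final) were exposed to compounds in RPMI 1640 with 0.5% Albumax at 37 C, 5% CO2. Growth inhibition was scored as reduced luminescence.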
Giardia FBPA inh: inhibitors of Giardia lamblia fructose-1,6-bisphosphate aldolase; purified Giardia FBPA; Potency, µM (highest dose often 59.6 µM), inactives show top-dose activity, negative = inhibition, hits mostly inhibitors; 0.71% of 290,000 active; also: potency is read from the fitted curve at half-maximal effect; % is scaled to controls: 0 for no effect and ±100 for the full control effect; nearly all actives have a fitted effect of over 55% in size
Target sequence (A8B2U2 whole entry, looked up): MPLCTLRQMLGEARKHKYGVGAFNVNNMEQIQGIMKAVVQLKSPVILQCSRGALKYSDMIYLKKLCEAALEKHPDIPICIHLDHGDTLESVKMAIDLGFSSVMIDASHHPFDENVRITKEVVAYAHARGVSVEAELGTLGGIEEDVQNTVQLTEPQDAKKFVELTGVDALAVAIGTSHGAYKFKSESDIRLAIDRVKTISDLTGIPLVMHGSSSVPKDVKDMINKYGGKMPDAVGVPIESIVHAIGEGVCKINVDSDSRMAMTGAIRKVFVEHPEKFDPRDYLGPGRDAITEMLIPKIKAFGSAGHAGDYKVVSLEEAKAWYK
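Giardia FBPA (40 nM reagent) was preincubated 10 min at RT with compound (up to 57.5 uM final), then substrate plus GAPDH/TPI/NAD/arsenate coupling system with diaphorase/resazurin was added; resorufin fluorescence (525/598 nm) was read after 20 min.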
* marks the source's active call; other numbers are inactive results; [ ] = remark or other dose. Unless noted, calls follow the shape of the dose curve; as a rule, active = well fitted curve in the direction sought with a large enough effect; inconclusive = small, poorly fitted or top-dose-only effect, or another doubt; inactive = no such curve, though single readings can be large; an effect the other way counts as inactive or inconclusive.

What do the screens show for `CC(=O)c1ccc(NC(=O)CCSCCC(=O)Nc2ccc(C(C)=O)cc2)cc1`?
HCV inhibitor: 9.9%; Pf growth 96h: -24.8%; Cycloheximide cs: -3.5; Shiga toxin inh: -4.5; Giardia FBPA inh: 6.3%

How did O=C(COC(=O)CNC(=O)c1ccccc1F)Nc1ncc(Cl)cc1Cl do in these assays?
HCV inhibitor: -21.9%; Pf growth 96h: -21.2%; Pf growth 48h: -24.5%

Results for COc1ccc(/C=N/NC(=O)c2cc(C34CC5CC(CC(C5)C3)C4)[nH]n2)cc1OC ?
HCV inhibitor: 9.4%; Pf growth 96h: 114.0%[activator]; Cycloheximide cs: -1.1; Shiga toxin inh: -3.1; Pf growth 48h: inconclusive; Giardia FBPA inh: 2.7%

Results for CCN(CC)S(=O)(=O)c1ccc2c(c1)N(CC(=O)Nc1cccnc1Cl)C(=O)CO2 ?
HCV inhibitor: 9.1%; Pf growth 96h: 13.8%; Cycloheximide cs: -2.9; Shiga toxin inh: -11.3; Pf growth 48h: -3.8%; Giardia FBPA inh: 7.4%

What do the screens show for `CCN1CCN(C(=O)c2ccc3c(c2)N(Cc2ccccc2F)C(=O)c2ccccc2S3(=O)=O)CC1`?
HCV inhibitor: inconclusive; Pf growth 96h: -14.6%; Cycloheximide cs: -3.7; Shiga toxin inh: -8.9; Pf growth 48h: inconclusive

What do the screens show for `CS(=O)(=O)NCCOc1ccc(S(=O)(=O)N2CCCc3ccccc32)cc1`?
HCV inhibitor: inconclusive; Pf growth 96h: 271.8%[activator]; Cycloheximide cs: 4.3; Shiga toxin inh: 9.2; Pf growth 48h: -25.1%; Giardia FBPA inh: -8.6%

Results for Cc1cccc(C)c1NC(=O)NC1(C(=O)N2CCOCC2)CCCCC1 ?
HCV inhibitor: -15.1%; Pf growth 96h: 9.7%; Cycloheximide cs: -2.0; Shiga toxin inh: -5.5; Pf growth 48h: 5.6%; Giardia FBPA inh: 5.9%

Results for Cc1ccc(C)c(S(=O)(=O)N2CCN(C(=O)CCCc3c[nH]c4ccccc34)CC2)c1 ?
HCV inhibitor: inconclusive; Pf growth 96h: inconclusive; Pf growth 48h: 14.7µM*

How did O=C1C2CCCN2C(=S)N1C1CCCCC1 (stereo unspecified) do in these assays?
HCV inhibitor: 9.7%; Pf growth 96h: -12.3%; Cycloheximide cs: -1.9; Shiga toxin inh: -5.2; Pf growth 48h: inconclusive; Giardia FBPA inh: 1.1%

How did O=C(NC(=S)Nc1ccccc1N1CCCCC1)c1ccc(F)cc1 do in these assays?
HCV inhibitor: inconclusive; Pf growth 96h: inconclusive; Cycloheximide cs: 4.5; Shiga toxin inh: -27.2; Pf growth 48h: 8.28µM*

How did Cc1cccc(NS(=O)(=O)c2ccc(Cl)cc2)n1 do in these assays?
HCV inhibitor: 20.6%; Pf growth 96h: inconclusive; Cycloheximide cs: -3.5; Shiga toxin inh: -24.5; Pf growth 48h: -9.7%; Giardia FBPA inh: -1.8%

How did COc1ccc(C2=C(C)CC(C)(C)NC2=O)cc1OC do in these assays?
HCV inhibitor: 0.7%; Cycloheximide cs: -5.3; Shiga toxin inh: 40.3; Pf growth 48h: 13.7%; Giardia FBPA inh: -0.7%

What do the screens show for `Cc1sc2nc(SCc3ccccc3)n(Cc3ccco3)c(=O)c2c1C`?
HCV inhibitor: -10.3%; Pf growth 96h: -27.7%; Cycloheximide cs: 0.5; Shiga toxin inh: 19.9; Pf growth 48h: 1.5%; Giardia FBPA inh: 3.0%

Results for O=C(O)c1cccc(CN2C(=O)SC(Nc3ccccc3)C2=O)c1 (stereo unspecified) ?
HCV inhibitor: 18.8%; Pf growth 96h: 26.7%; Cycloheximide cs: 16.9*; Shiga toxin inh: 16.5; Pf growth 48h: 10.6%; Giardia FBPA inh: 4.3%

How did CN(C)/C(=N\S(=O)(=O)c1ccc(Cl)cc1)c1ccc(F)cc1 do in these assays?
HCV inhibitor: 26.7%; Pf growth 96h: 15.1%; Cycloheximide cs: -2.5; Shiga toxin inh: -3.1; Pf growth 48h: 0.4%; Giardia FBPA inh: 1.1%

Results for COc1cccc(C2CC(c3cccs3)=NN2S(C)(=O)=O)c1OC (stereo unspecified) ?
HCV inhibitor: -14.1%; Pf growth 96h: 96.3%[activator]; Cycloheximide cs: 1.9; Shiga toxin inh: -1.2; Pf growth 48h: -7.3%; Giardia FBPA inh: 1.4%

What do the screens show for `Cc1c(C=O)c(=O)n(-c2ccccc2)n1C`?
HCV inhibitor: 13.0%; Pf growth 96h: -5.5%; Cycloheximide cs: -2.4; Shiga toxin inh: -5.6; Pf growth 48h: 13.5%; Giardia FBPA inh: 2.2%

What do the screens show for `Fc1ccccc1CNC(=S)Nc1cccc(C(F)(F)F)c1`?
HCV inhibitor: inconclusive; Pf growth 96h: 76.8%[activator]; Cycloheximide cs: -1.2; Shiga toxin inh: -1.8; Pf growth 48h: inconclusive; Giardia FBPA inh: 0.0%

Results for CCCCN(CCCC)c1cc(C)nc(-c2ccccc2O)n1 ?
HCV inhibitor: -25.6%; Pf growth 96h: inconclusive; Cycloheximide cs: 12.0; Shiga toxin inh: -5.7; Pf growth 48h: -10.0%; Giardia FBPA inh: -0.6%

Results for CN(C)C(=O)c1cc(C(=O)c2ccccc2Br)c[nH]1 ?
HCV inhibitor: -10.3%; Pf growth 96h: 36.7%[activator]; Cycloheximide cs: 11.4; Shiga toxin inh: 48.2; Pf growth 48h: -7.9%[0.00184 µM]; Giardia FBPA inh: -3.2%

What do the screens show for `O=C(Nc1ccc(Br)cc1)Nc1cnccn1`?
HCV inhibitor: -4.6%; Pf growth 96h: 15.2%; Cycloheximide cs: 21.5*; Shiga toxin inh: 53.5*; Pf growth 48h: 18.4%; Giardia FBPA inh: -2.8%

What do the screens show for `CCCCOc1ccc(C(=O)NNC(=O)C2C3CCC(C3)C2C(=O)O)cc1` (stereo unspecified)?
HCV inhibitor: -3.2%; Pf growth 96h: -0.2%; Cycloheximide cs: 39.7*; Shiga toxin inh: 71.9*; Pf growth 48h: 1.1%

Results for Cc1ccc(OCc2n[nH]c(=S)n2-c2ccccc2)cc1 ?
HCV inhibitor: 7.7%; Pf growth 96h: 31.5%[activator]; Cycloheximide cs: -8.0; Shiga toxin inh: -6.8; Pf growth 48h: inconclusive; Giardia FBPA inh: 8.6%

Results for CCN(Cc1ccccc1)C(=O)c1cc2c(OC)c(OC)c(OC)cc2[nH]1 ?
HCV inhibitor: -20.8%; Pf growth 96h: 8.28µM*; Cycloheximide cs: 1.8; Shiga toxin inh: -2.9; Giardia FBPA inh: 4.6%

What do the screens show for `O=C(COC(=O)c1ccccc1O)Nc1cccc(S(=O)(=O)NC2=NCCCCC2)c1`?
HCV inhibitor: 2.4%; Pf growth 96h: 3.2%; Cycloheximide cs: 5.5; Shiga toxin inh: 8.1; Pf growth 48h: -8.8%; Giardia FBPA inh: 4.6%

What do the screens show for `COc1cccc(N/C=C/C(=O)c2ccc(OC)c(OC)c2)c1`?
HCV inhibitor: inconclusive; Pf growth 96h: inconclusive; Cycloheximide cs: 27.1*; Shiga toxin inh: 45.9*; Pf growth 48h: -14.8%; Giardia FBPA inh: 0.3%

What do the screens show for `COc1ccccc1NC(=O)Cn1nnc(-c2ccccc2NC(=O)c2cnccn2)n1`?
HCV inhibitor: 2.0%; Pf growth 96h: -7.0%; Cycloheximide cs: -0.7; Shiga toxin inh: -6.1; Pf growth 48h: 19.2%; Giardia FBPA inh: 2.6%

How did CCOC(=O)NC(=O)c1cn(Nc2ccccc2C(F)(F)F)c(=O)[nH]c1=O do in these assays?
HCV inhibitor: 1.9%; Pf growth 96h: 21.4%; Cycloheximide cs: 4.1; Shiga toxin inh: -9.2; Pf growth 48h: 7.6%; Giardia FBPA inh: -0.3%

Results for COc1ccc(CNS(=O)(=O)c2ccc(F)c(C(=O)Nc3ccccc3OC)c2)cc1 ?
HCV inhibitor: -9.2%; Pf growth 96h: 2.33µM*; Cycloheximide cs: -3.9; Shiga toxin inh: -10.6; Pf growth 48h: -5.9%; Giardia FBPA inh: -0.4%

How did Cc1ccc2cc(C(c3nnnn3C(C)(C)C)N3CCCCCC3)c(=O)[nH]c2c1 (stereo unspecified) do in these assays?
HCV inhibitor: 8.0%; Pf growth 96h: inconclusive; Cycloheximide cs: -2.7; Shiga toxin inh: 6.3; Pf growth 48h: inconclusive; Giardia FBPA inh: -11.9%

Results for CCc1ccc([C@@H]2CC=C(C(=O)O)[C@H](c3ccc(F)cc3)N2S(=O)(=O)c2ccc(C)cc2)cc1 ?
HCV inhibitor: 19.1%; Pf growth 96h: 38.2%[activator]; Pf growth 48h: -19.8%

What do the screens show for `O=C(CSc1ncn[nH]1)Nc1nc(-c2ccccc2)cs1`?
HCV inhibitor: inconclusive; Pf growth 96h: inconclusive; Cycloheximide cs: 10.5; Shiga toxin inh: 28.4; Giardia FBPA inh: -8.7%

How did O=C(NCc1ccco1)c1cccn2c(=O)c3c4c(sc3nc12)CCCC4 do in these assays?
HCV inhibitor: inconclusive; Pf growth 96h: -0.3%; Cycloheximide cs: 13.5; Shiga toxin inh: 9.7; Pf growth 48h: -1.8%; Giardia FBPA inh: -6.5%

How did O=C(C(Cc1ccc(Cl)cc1)NS(=O)(=O)c1ccccc1)N1CC[C@@]2(O)CCCC[C@H]2C1 (stereo partly specified) do in these assays?
HCV inhibitor: 1.4%; Pf growth 96h: -21.9%; Cycloheximide cs: -3.1; Shiga toxin inh: -16.4; Pf growth 48h: -0.5%; Giardia FBPA inh: -0.7%

How did Clc1ccc(-c2c(C3=NCCCN3)nnn2-c2ccc(Cl)cc2)cc1 do in these assays?
HCV inhibitor: inconclusive; Pf growth 96h: inconclusive; Cycloheximide cs: -4.1; Shiga toxin inh: -13.1; Pf growth 48h: inconclusive; Giardia FBPA inh: 1.9%

What do the screens show for `Cc1ccc(C(C(=O)NCc2ccco2)N(C(=O)CNC(=O)c2cccs2)c2c(C)cccc2C)cc1` (stereo unspecified)?
HCV inhibitor: 0.0%; Pf growth 96h: 33.2%[activator]; Cycloheximide cs: 6.5; Shiga toxin inh: -5.5; Pf growth 48h: 4.3%; Giardia FBPA inh: 5.8%

What do the screens show for `CCC(C)(C)NC(=O)CN(C(=O)c1ccc(N2CCCC2)nc1)c1ccc(F)cc1`?
HCV inhibitor: 6.3%; Pf growth 96h: inconclusive; Cycloheximide cs: 6.7; Shiga toxin inh: 3.8; Pf growth 48h: 4.15µM*; Giardia FBPA inh: -11.3%

How did COc1cccc2cc(C(=O)NCCc3c[nH]c4ccccc34)c(=O)oc12 do in these assays?
HCV inhibitor: inconclusive; Pf growth 96h: -12.5%; Cycloheximide cs: 14.6; Shiga toxin inh: 1.8; Pf growth 48h: 8.9%; Giardia FBPA inh: -0.4%

What do the screens show for `COc1ccc(NC(=O)C2CC(c3cccc(Br)c3)=NO2)cc1OC` (stereo unspecified)?
HCV inhibitor: inconclusive; Pf growth 96h: 10.4µM*; Cycloheximide cs: -1.2; Pf growth 48h: -0.7%; Giardia FBPA inh: 6.0%

Structures above that have an aryl thioether with sulfur outside any ring, in the order listed:
What do the screens show for `Cc1sc2nc(SCc3ccccc3)n(Cc3ccco3)c(=O)c2c1C`?
HCV inhibitor: -10.3%; Pf growth 96h: -27.7%; Cycloheximide cs: 0.5; Shiga toxin inh: 19.9; Pf growth 48h: 1.5%; Giardia FBPA inh: 3.0%

What do the screens show for `O=C(CSc1ncn[nH]1)Nc1nc(-c2ccccc2)cs1`?
HCV inhibitor: inconclusive; Pf growth 96h: inconclusive; Cycloheximide cs: 10.5; Shiga toxin inh: 28.4; Giardia FBPA inh: -8.7%

This is a random part of the collection; 24% or so of the library scored in one or more.
